LGR2 inh – Drosophila LGR2 receptor signaling inhibition; HEK293 LGR2, CRE-luciferase, bursicon-stimulated, 4 h; inhibition, % at 9.99 µM; 380,000 compounds, 0.35% hits; AID 720647;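 active means drop in luminescence signal, shown as inhibition above about 50% in the replicate tests, limit read from the data, passing the limit was not always enough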;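 further: agonist challenge used bursicon conditioned medium at about half maximal strength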
EWS-Fli block – blocks EWS/Fli oncoprotein-driven transcription; A673 NR0B1-luciferase reporter, viability-normalised; 350,000 compounds, 0.67% hits; inhibition, % at 12.6 µM; AID 651661;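 active means mean inhibition of at least 50% after viability correction, with every replicate also passing that limit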;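 further: firefly luciferase signal divided by Alamar Blue viability fluorescence both relative to DMSO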
S100A4 MyoIIA – S100A4-myosin IIA interaction inhibition | P26447 | inhibition, % at 10.7 µM | 360,000 compounds, 0.14% hits | S100A4/TAMRA-MyoIIA peptide fluorescence polarization | AID 652163;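 active means mean inhibition of at least 70% across replicates, with every replicate also reaching that level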
Target sequence (P26447 whole entry, looked up): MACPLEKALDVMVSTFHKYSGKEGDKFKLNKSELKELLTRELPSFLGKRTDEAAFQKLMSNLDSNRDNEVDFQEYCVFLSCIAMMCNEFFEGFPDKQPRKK
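Material: S100A4 monomer protein | Medium: HEPES pH 7.2 with CaCl2, KCl, NaCl, DTT, Triton | Reagent: Labelled myosin peptide probe, 5 nM | Doses: One dose per compound | Times: 5 min incubation before reading | Benchmarks: Neutral control DMSO, positive control TFP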
PAX8 inh HTS – inhibitors of PAX8 transcriptional activity in RMG-I cells; RMG-I TPO-luciferase reporter, SteadyGlo, 24 h; inhibition, % at 12.6 µM; 360,000 compounds, 1.2% hits; AID 652154;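 active means mean replicate inhibition at least 60% with every replicate also reaching 60%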;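 further: luciferase light reporting Pax8 driven TPO promoter activity; plate controls were median of neutral control wells for no effect and mitoxantrone controls for full effect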
ERAP1 inh – blocks human ERAP1 aminopeptidase activity; Q9NZ08; recombinant ERAP1, Leu-AMC fluorescence, 60 min; inhibition, % at 10.7 µM; 340,000 compounds, 0.15% hits; AID 652197;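 active means mean replicate inhibition of at least 30%, or all replicates individually reaching that 30% level; inactive means mean below 30% and not every replicate reaching it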;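 further: 0% = neutral control wells and 100% = L-leucinethiol positive control wells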
Target sequence (Q9NZ08 whole entry, looked up): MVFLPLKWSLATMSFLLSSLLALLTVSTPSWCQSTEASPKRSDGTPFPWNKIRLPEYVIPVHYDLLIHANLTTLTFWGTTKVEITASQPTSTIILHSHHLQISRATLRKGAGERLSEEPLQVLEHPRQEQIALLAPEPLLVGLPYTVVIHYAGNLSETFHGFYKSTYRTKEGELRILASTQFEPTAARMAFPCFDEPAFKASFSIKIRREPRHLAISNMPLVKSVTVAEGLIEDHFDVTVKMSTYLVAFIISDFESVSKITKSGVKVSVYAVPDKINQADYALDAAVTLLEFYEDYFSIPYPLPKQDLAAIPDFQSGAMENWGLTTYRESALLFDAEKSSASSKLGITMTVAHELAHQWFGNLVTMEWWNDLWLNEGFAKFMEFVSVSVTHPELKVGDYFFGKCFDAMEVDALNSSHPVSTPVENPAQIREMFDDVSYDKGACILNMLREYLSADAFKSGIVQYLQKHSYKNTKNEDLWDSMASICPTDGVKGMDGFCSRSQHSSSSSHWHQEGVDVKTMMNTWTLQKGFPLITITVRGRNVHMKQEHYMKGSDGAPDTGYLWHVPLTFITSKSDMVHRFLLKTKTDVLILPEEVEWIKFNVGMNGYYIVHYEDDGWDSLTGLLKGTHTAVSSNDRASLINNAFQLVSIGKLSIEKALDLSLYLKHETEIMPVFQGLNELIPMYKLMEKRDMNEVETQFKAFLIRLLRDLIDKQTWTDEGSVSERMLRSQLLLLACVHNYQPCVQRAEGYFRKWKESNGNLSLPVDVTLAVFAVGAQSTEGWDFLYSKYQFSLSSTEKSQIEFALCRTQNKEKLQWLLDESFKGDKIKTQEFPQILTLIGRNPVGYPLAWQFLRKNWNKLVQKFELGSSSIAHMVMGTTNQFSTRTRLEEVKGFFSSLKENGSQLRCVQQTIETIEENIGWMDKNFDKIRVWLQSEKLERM
FN deposit inh – fibronectin deposition inhibition; AH1F fibroblasts, Alexa488-fibronectin deposition fluorescence, overnight; 350,000 compounds, 0.086% hits; inhibition, % at 12.6 µM;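 active means mean inhibition across replicates of 30% or more, regardless of how many single replicates reach that level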;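 further: positive control wells lacked labelled fibronectin entirely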
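Measured by – fluorescence 485/525 nm · System – AH1F fibroblast monolayer, labelled fibronectin deposition · Amount – 10000 cells per well · Buffer or medium – serum-reduced DMEM (2% serum) · Doses – single dose, pinned · Also added – fluorescent fibronectin at 24 nM final · Schedule – 1 h cell attachment, overnight exposure to compound and label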
PglD inh – blocks C. jejuni PglD acetyltransferase activity; purified PglD enzyme, DTNB colorimetric CoA detection; inhibition, % at 12.5 µM; 360,000 compounds, 0.098% hits; AID 602405; in the data active means inhibition above about 16%, passing the limit was not always enough; further: strong numbers were not always called active
PGC1a acetyl inh – modulators of PGC1a acetylation; inhibition, % at 15.6 µM; U2OS PGC1a acetylation, AlphaScreen anti-acetyl-lysine; with virally co-expressed GCN5 acetyltransferase; 350,000 compounds, 0.17% hits;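 active means every replicate shows inhibition of at least 40%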;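 further: 0% = neutral control wells and 100% = positive control wells; some results beyond the cut were filed as inactive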
The depositor's hits bear a star; · = no result given; & = joins results of further samples.

SMILES	LGR2 inh	EWS-Fli block	S100A4 MyoIIA	PAX8 inh HTS	ERAP1 inh	FN deposit inh	PglD inh	PGC1a acetyl inh
CCC1=NN2C(=N)/C(=C\c3ccc(SCc4ccco4)o3)C(=O)N=C2S1	·	·	·	-7	·	-1	2	6
COc1ccc(C2SCCN2C(=S)Nc2ccc(F)cc2)cc1 (stereo not given)	-9	-13	3	10	0	1	·	·
Cc1cccc(C)c1NC(=O)C(c1ccnc2ccccc12)N1CCN(C)CC1 (stereo not given)	9	6	3	-17	-5	-2	·	·
CCCC#Cc1ccc2c(c1)O[C@@H](CN(C)C(=O)c1cccnc1)[C@@H](C)CN([C@H](C)CO)S2(=O)=O	-15	7	-9	·	1	4	1	-10
O=C(N/N=C/c1cccnc1)c1ccc2c(c1)OCCO2	-50	-18	-9	-61	-2	-4	0	·
COc1ccc2nc(SC(C)C(=O)NC3(C#N)CCCCC3)[nH]c2c1 (stereo not given)	-8	-3	0	4	-1	5	0	3
Cc1ccc(NC(=O)c2ccc3c(c2)NC(=O)CS3)nc1	-23	-79	4	8	1	-2	2	3
CC(C)c1ccc2nc(SCC(=O)NCC3CCCO3)c(C#N)cc2c1 (stereo not given)	-15	-19	10	-73	7	1	0	-34
CSc1ccc(/C=C(\C#N)C(=O)NC2CCCCC2)cc1	-20	-8	·	-7	·	4	·	·
C/C(CCC1CC(C)OC1=O)=N\NC(N)=S (stereo not given)	17	1	0	-1	-4	8	-4	0
CCCNC(=O)N1C[C@H](O)COC[C@H]2O[C@@H](CC(=O)N[C@H]3CCN(Cc4ccccc4)C3)CC[C@@H]21	13	-8	3	6	1	3	-3	-3
C[C@@H]1CN([C@H](C)CO)C(=O)c2cccc(NC(=O)Nc3ccc(C(F)(F)F)cc3)c2O[C@@H]1CN(C)CC1CC1	4	5	1	-35	-1	·	7	-3
COc1ccc(N2CCN(S(=O)(=O)c3ccc4oc(=O)ccc4c3)CC2)cc1	-12	3	-2	3	-3	-2	2	1
C[C@H](c1ccccc1)N1C[C@H](COCc2ccccc2)Oc2cc(N3CCC[C@H]3CO)ccc2S1(=O)=O	20	10	9	-8	3	-5	·	·
Cc1sc(NC(=O)c2ccccc2)c(C(=O)NC(C)C)c1C	-14	-3	2	·	2	·	·	·

Single records, from the list above. Values in the order: LGR2 inh | EWS-Fli block | S100A4 MyoIIA | PAX8 inh HTS | ERAP1 inh | FN deposit inh | PglD inh | PGC1a acetyl inh
Listed for `C[C@@H]1CN([C@H](C)CO)C(=O)c2cccc(NC(=O)Nc3ccc(C(F)(F)F)cc3)c2O[C@@H]1CN(C)CC1CC1` → 4 | 5 | 1 | -35 | -1 | · | 7 | -3
Listed for `Cc1ccc(NC(=O)c2ccc3c(c2)NC(=O)CS3)nc1` → -23 | -79 | 4 | 8 | 1 | -2 | 2 | 3

Reprinted at random: two records from the list.
SMILES	LGR2 inh	EWS-Fli block	S100A4 MyoIIA	PAX8 inh HTS	ERAP1 inh	FN deposit inh	PglD inh	PGC1a acetyl inh
Cc1cccc(C)c1NC(=O)C(c1ccnc2ccccc12)N1CCN(C)CC1 (stereo not given)	9	6	3	-17	-5	-2	·	·
COc1ccc(C2SCCN2C(=S)Nc2ccc(F)cc2)cc1 (stereo not given)	-9	-13	3	10	0	1	·	·

(list continues)
SMILES	LGR2 inh	EWS-Fli block	S100A4 MyoIIA	PAX8 inh HTS	ERAP1 inh	FN deposit inh	PglD inh	PGC1a acetyl inh
O=c1[nH][nH]cc1C=Nc1ccc(Cl)cc1	-1	19	0	-10	0	10	·	·
O=c1cc(O)n(C2CCCCCC2)c(=O)[nH]1	3	7	8	12	3	3	-1	-2
CC1CCc2[nH]c3ccc(C(=O)NCCCOC(C)C)cc3c2C1 (stereo not given)	-23	-5	-1	10	-2	-11	·	-19
O=C(NC(=S)Nc1nc(-c2ccc([N+](=O)[O-])cc2)cs1)c1ccco1	14	-34	-2	-40	3	4	-3	0
CCN(Cc1nc2ccccc2c(=O)[nH]1)C(=O)c1cccc(S(=O)(=O)N2CCc3ccccc32)c1	9	8	-1	25	-4	-4	1	·
CC(=O)N1CC[C@@H]2[C@@H](CO)N(C)c3ccc(-c4cccc(F)c4)cc3[C@@H]21	-10	13	-2	-6	2	-5	1	17
Cc1ccc(S(=O)(=O)CNC(=S)c2cccc(Cl)c2)cc1	6	·	·	14	·	2	-1	14
Cc1noc(C)c1S(=O)(=O)N(C)C[C@H]1OCCCC[C@H](C)Oc2ccc(NC(=O)C3CCCCC3)cc2C(=O)N([C@@H](C)CO)C[C@H]1C	2	6	-8	0	-2	·	2	-3
COc1ccc2cc(C(=O)C3CCCN(C(=O)c4cnn(C(C)C)c4)C3)ccc2c1 (stereo not given)	8	-10	12	-9	-2	12	-1	6
Oc1ccccc1/C=N/Nc1ccccc1	-35	-49	5	-70	-2	1	·	-4
CCc1cc(=O)[nH]c(SCC(=O)Nc2cc(C)on2)n1	-53	3	0	-6	-1	·	1	9
O=C(COc1ccc(/C=N/NC(=O)CSCc2ccc([N+](=O)[O-])cc2)cc1)NCc1ccco1	10	-8	6	17	-1	2	·	·
Cc1csc(=O)n1CC(=O)OCC(=O)NC(C)c1ccc(F)cc1 (stereo not given)	7	-2	0	-1	-1	-6	2	3
O=C(C[C@@H]1CC[C@@H]2[C@H](COC[C@@H](O)CN2C(=O)c2cnccn2)O1)NCc1ccccc1	3	7	2	-3	1	3	2	3
CC(C)(C)S(=O)(=O)N1C[C@H]2C(=CC[C@@H]3C(=O)N(c4ccccc4)C(=O)[C@@H]32)[C@H]1CCO	9	0	-4	0	0	3	5	-3
C[C@@H]1CN([C@H](C)CO)C(=O)c2cc(NC(=O)Nc3ccc(C(F)(F)F)cc3)ccc2O[C@@H](C)CCCCO[C@H]1CN(C)S(C)(=O)=O	-8	2	9	73*	-3	·	4	7
NS(=O)(=O)c1cc(C(=O)OCC(=O)NC2CCCCCCC2)ccc1Cl	4	-13	-4	3	-2	·	-3	10
COc1ccc(COc2cccnc2N)cc1	·	-43	-13	-44	·	-6	6	-2
O=C(COC(=O)Cc1ccc(F)cc1)NCc1ccco1	3	21	2	-1	-1	0	·	5
C[C@@H]1CN([C@@H](C)CO)C(=O)CCCn2cc(nn2)CO[C@@H]1CN(C)C(=O)Nc1cccc(F)c1	4	3	·	-11	·	-1	·	1
Cc1noc(C)c1S(=O)(=O)N(C)C[C@@H]1OCCCC[C@H](C)Oc2ccc(NC(=O)Nc3ccc(F)cc3)cc2C(=O)N([C@H](C)CO)C[C@@H]1C	3	6	-7	61*	0	4	-4	4
COc1ccc(S(=O)(=O)Nc2cccc3c2O[C@H](CN(C)Cc2ccc(Oc4ccccc4)cc2)[C@@H](C)CN([C@H](C)CO)C3=O)cc1	0&31	8&4	-8&0	9	-1&-1	0	3&4	-12
Cc1ccc(-n2nc3ccc(N)cc3n2)cc1Cl	-34	7	-1	6	-5	9	-2	·
CC(C)Cn1nc(NC(=O)c2ccco2)c2cc3ccccc3nc21	-1	7	3	-18	-2	-2	·	·
CS(=O)(=O)c1ccc(Cl)c(NC(=O)Cc2ccsc2)c1	-2	·	0	2	-2	·	-1	·
C=C(C)CNC(=S)NNC(=O)CCn1c2cc(Cl)ccc2c2ccc(Cl)cc21	6	·	·	20	·	-2	-1	14
CCn1cc(CCCC(=O)NCc2ccc(OC)cc2)c2ccccc21	-25	6	-5	2	-1	2	-2	-4
COc1ccc(S(=O)(=O)Nc2ccc3c(c2)C(=O)N([C@H](C)CO)C[C@@H](C)[C@@H](CN(C)S(=O)(=O)c2ccc(Cl)cc2)O3)cc1	13&-4	3	0	15	-1	-8	-3	0
C[C@@H]1CCCCO[C@H](CN(C)S(=O)(=O)c2ccc(Cl)cc2)[C@@H](C)CN([C@@H](C)CO)C(=O)c2cc(NC(=O)Nc3ccc(F)cc3)ccc2O1	17	6	0	66*	-3	2	-3	15
Cc1cc(OCC(=O)Nc2ccncc2)ccc1[N+](=O)[O-]	11	4	-4	-7	-3	-6	-1	5
C/C=C/c1cccc(-c2nc(C(=O)NC3Cc4ccccc4C3)cc3c2[C@H](CCO)N(C(C)=O)C3)c1	35	·	-5	11	-2	-11	·	-9
CC(NC(=O)/C=C/c1ccc(Br)cc1)c1ccc(Cl)cc1 (stereo not given)	17	8	7	10	4	-9	3	-2
CCN(CC)C(=O)Cn1cc(C(=O)C(=O)NCC2COc3ccccc3O2)c2ccccc21 (stereo not given)	3	5	7	25	-2	-8	·	-18
CCC1(CC)NC(=O)N(CC(=O)OCC(=O)Nc2ccc(C(F)(F)F)cc2)C1=O	·	·	·	-5	·	1	0	-4
CCc1ccc(NC(=O)CSc2ccc(-c3ccco3)nn2)cc1	·	-2	-6	0	1	-4	·	-17
CC(=O)c1cccc(NC(=O)c2ccc3c(Cl)c4c(nc3c2)CCCC4)c1	-36	-52	4	-9	3	-3	·	·
CC(C)(C)C(c1nc2ccccc2[nH]1)n1c(-c2ccco2)nc2ccccc21 (stereo not given)	-6	1	-4	-12	·	-1	·	·
Cc1nc(NC(=O)CSc2nncs2)c(Cl)cc1Cl	-5	-15	-1	-4	-1	1	-2	4
O=C(NCc1cccs1)c1cc(-c2ccccn2)nc2ccc(Br)cc12	-3	14	3	-1	-2	·	·	3
CC(C)c1ccc(NC(=O)COc2ccc(F)cc2C(=O)c2cnn(-c3ccccc3)c2)cc1	-33	·	·	-128	·	-4	-115	·
CCOc1cccc(/C=N/NS(=O)(=O)c2ccc(C)c([N+](=O)[O-])c2)c1O	2	10	-1	3	5	-3	·	·
O=C(Nc1c(-c2ccccc2)[nH][nH]c1=O)c1ccco1	-21	-2	-4	2	0	-4	4	-4
COc1ccc(OCc2cc(C(=O)NC(C)Cc3cccnc3)no2)c(Cl)c1 (stereo not given)	-17	·	-15	-74	1	7	2	-12
O=C(Cc1ccc(-c2ccccc2)cc1)NC(c1ccccc1)c1ccccc1	·	3	-5	2	-6	-3	·	·
CC1(C)CC(=O)C(N=Nc2cccnc2)=C(O)C1	-4	-16	15	0	9	11	-3	6
CO[C@@H]1CC[C@H]2CCOc3c(C#N)cccc3C(=O)N(C)C[C@@H](C)C(=O)N(C)C[C@H]1O2	0	5	3	-1	5	5	1	7
COC(=O)Cc1nnn2c1[C@H](C)[C@H](c1cccc(OC)c1OC)OCC2	-9	0	-2	-24	-3	-3	·	·
CCOc1ccc(-n2c(=O)c3c(C)c(C)sc3n(CC(=O)NCc3ccco3)c2=O)cc1	-2	-4	-4	·	-4	·	·	-5
CN1C(=O)c2cc(NC(=O)c3cccc(F)c3)ccc2OC[C@@H]2O[C@@H](CC(=O)NC3CCC3)CC[C@@H]21	-4&9	6&-8	·	-7&28	·	6&-2	0&23	-11&9
COc1ccc(S(=O)(=O)N(C)C[C@H]2OCCCC[C@@H](C)Oc3ccc(NS(=O)(=O)c4cccs4)cc3C(=O)N([C@@H](C)CO)C[C@@H]2C)cc1	-4	-3	3	18	2	·	0	-1
C[C@@H]1CN([C@@H](C)CO)C(=O)Cc2cc(NC(=O)Nc3ccccc3)ccc2O[C@H]1CN(C)Cc1ccncc1	6	8	11	16	1	·	2	-8
CC1(C)Cc2c(sc(N)c2C#N)C(C)(C)N1	17	2	-8	19	0	22	·	·
CCOC(=O)C1CCCN(C(=O)c2cn(CC)c3ccc(S(=O)(=O)N4CCCC4)cc3c2=O)C1 (stereo not given)	·	·	·	-2	·	-8	1	2
C[C@@H]1CCCCO[C@H](CN(C)C(=O)CCCN(C)C)[C@H](C)CN([C@H](C)CO)C(=O)c2cc(NC(=O)C3CCCCC3)ccc2O1	-17	0	6	·	-2	·	5	-2

Screening data: PubChem, Broad Institute

No enrichment for hits (roughly 2.1% active in at least one column).
